Screening data (PubChem)
VHR inh abs = DUSP3 (human) phosphatase inhibition; recombinant VHR phosphatase, pNPP absorbance; AID 1654; inhibition, % at 13.3 µM; actives 0.52% (n = 290,000); in the data active = inhibition above about 50%; note: some compounds called inactive have numbers as strong as hits
Target sequence (P51452 whole entry, looked up): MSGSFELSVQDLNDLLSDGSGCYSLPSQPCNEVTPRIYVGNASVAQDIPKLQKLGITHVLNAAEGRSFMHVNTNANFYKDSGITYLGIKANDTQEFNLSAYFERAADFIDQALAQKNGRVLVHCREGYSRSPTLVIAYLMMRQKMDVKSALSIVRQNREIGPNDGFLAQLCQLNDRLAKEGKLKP
MazEF act = activators of E. coli MazEF toxin-antitoxin RNase; FAM/BHQ RNA-DNA oligo cleavage fluorescence, 5 h; actives 0.32% (n = 350,000); AID 504720; activation, % at 20 µM; in the data active = activation above about 50%
Target sequence (P0AE70 whole entry, looked up): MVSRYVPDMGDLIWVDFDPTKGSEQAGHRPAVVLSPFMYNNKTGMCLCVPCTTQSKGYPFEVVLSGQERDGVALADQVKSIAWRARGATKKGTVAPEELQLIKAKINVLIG
BoNT F protease = inhibitors of Botulinum neurotoxin F light chain protease. AID 588497. actives 0.22% (n = 360,000). inhibition, % at 10 µM. Multiplex microsphere protease cleavage assay, flow cytometry; in the data active = inhibition above about 35%, passing the limit was not always enough; inconclusive = no clear call, values can overlap the other calls; note: plate controls were buffer without enzyme for full effect and enzyme alone for no effect
BoNT A protease = blocks Botulinum neurotoxin A light chain protease; inhibition, % at 10 µM; AID 588499; multiplex microsphere protease substrate cleavage, flow cytometry; actives 0.17% (n = 360,000); note: plate controls were buffer without enzyme for full effect and enzyme alone for no effect
Anthrax LF prot = inhibitors of Bacillus anthracis lethal factor protease. P15917. multiplex microsphere protease cleavage assay, LF. inhibition, % at 10 µM. actives 0.12% (n = 360,000); note: plate controls were buffer without enzyme for full effect and enzyme alone for no effect
SSB-PriA inh = K. pneumoniae PriA-SSBct interaction inhibition; AID 1272365; actives 0.6% (n = 430,000); inhibition, % at 33 µM; AlphaScreen SSBct-PriA binding, biotinylated peptide; in the data active = inhibition mostly above about 37%, no sharp cut-off; inactive = mostly below about 20%;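 note: plate controls were negative control peptide for no effect and reference peptide for full effect; strong numbers were not always called active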
SARS 3CLpro inh = SARS-CoV 3CLpro protease inhibition; P0C6X7; recombinant SARS-CoV 3CLpro, quenched FRET peptide cleavage; inhibition, % at 6 µM; actives 0.14% (n = 290,000); in the data active = inhibition above about 12%
Rv3671c protease = inhibits the M. tuberculosis serine protease Rv3671c | P9WHR9 | inhibition, % at 5.96 µM | actives 0.048% (n = 320,000); in the data active = inhibition above about 38%;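 note: extracellular domain of Rv3671c used as enzyme; 0% = enzyme with DMSO and 100% = no enzyme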
Target sequence (P9WHR9 whole entry, looked up, the tested form may be a part): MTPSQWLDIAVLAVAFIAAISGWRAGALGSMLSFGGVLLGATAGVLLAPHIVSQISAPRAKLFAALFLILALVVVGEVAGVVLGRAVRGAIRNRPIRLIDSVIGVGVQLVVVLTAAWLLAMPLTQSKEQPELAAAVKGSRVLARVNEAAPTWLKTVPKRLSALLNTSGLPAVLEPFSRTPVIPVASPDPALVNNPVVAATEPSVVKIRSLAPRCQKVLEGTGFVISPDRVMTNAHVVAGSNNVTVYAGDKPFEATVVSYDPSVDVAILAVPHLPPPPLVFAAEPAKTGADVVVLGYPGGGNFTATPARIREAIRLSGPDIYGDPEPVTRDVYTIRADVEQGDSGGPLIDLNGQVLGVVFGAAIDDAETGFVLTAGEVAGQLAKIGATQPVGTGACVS
CCHF vOTU inh = blocks the CCHF virus ovarian tumor domain protease. CCHFV vOTU protease, Pep-AMC fluorescence. inhibition, % at 11.5 µM. actives 0.55% (n = 370,000). AID 651958; in the data active = inhibition above about 30%; note: 0% = vehicle wells with enzyme and 100% = no enzyme wells
PrPC surface inh = cell surface PrPC inhibition, primary TR-FRET screen; P04156; TR-FRET read-out; inhibition, % at 13.8 µM; actives 0.43% (n = 370,000); in the data active = inhibition above about 24%; note: 0% = median of the test wells and 100% = reference compound wells
Active calls of the source: *; i = inactive; ? = inconclusive; nt = not tested or not shown; & = joins results of further samples. Cut-off read from the data, not from the text of the source, unless noted: active = inhibition above about 30%; inconclusive = no clear call, values can overlap the other calls; inactive = below that. The list is partial. The share of hits here may be higher or lower than overall.

Molecule	VHR inh abs	MazEF act	BoNT F protease	BoNT A protease	Anthrax LF prot	SSB-PriA inh	SARS 3CLpro inh	Rv3671c protease	CCHF vOTU inh	PrPC surface inh
CN(C)CCCN1c2ccc([N+](=O)[O-])cc2CCc2cc([N+](=O)[O-])ccc21	nt	-6	-8	2.6	-8	-3	nt	-1	35*	-37
CC(C)NC(=O)C1(C)CCCN1Cc1csc2ccccc12 (centres undefined)	nt	nt	-5	-1.2	-3	nt	nt	nt	14	2
CC(C)C(NC(=O)c1ccccc1F)C(=O)NCc1ccc(F)cc1 (centres undefined)	20	1	-1	-1.9	1	-5	2	-1	-1	3
O=C(CCNC(=O)c1ccc(Br)cc1)NNC(=O)c1ccccc1	nt	-6	1	-0.2	-4	-3	nt	2	2	-1
Cc1c(NC(=S)NC(=O)c2ccc(Br)o2)c(=O)n(-c2ccccc2)n1C	15	14	0	0.5	1	4&6	3	1	0	3
CC1(C)CC(/C=C/c2ccccc2)=Nc2ccccc2N1	-1	-15	-1	0.0	-2	8	-1	5	8	-13
Cc1ccc2ccc(C#N)cc2c1O	nt	-2	1	0.1	-6	nt	nt	nt	-30	-6
Cc1ccc(NC(=O)C(C)c2cccc(C(=O)c3ccccc3)c2)cc1 (centres undefined)	24	-22	-12	-0.7	-2	-29	-4	-4	-15	9
CCCCNS(=O)(=O)CCNCCc1ccccc1	nt	7	-12	-1.1	2	-6	nt	nt	0	-1
COC(=O)c1cc(=O)nc2sc3cc(OC)ccc3n12	9	5	-13	-0.7	-1	-17	-3	-2	-16	-1

Later entries
Molecule	VHR inh abs	MazEF act	BoNT F protease	BoNT A protease	Anthrax LF prot	SSB-PriA inh	SARS 3CLpro inh	Rv3671c protease	CCHF vOTU inh	PrPC surface inh
COCCCNC(=O)c1ccccc1C(F)(F)F	-7	9	2	-0.4	-4	-4	-3	-7	2	-6
CC(C)(C)C(=O)/C=C/Nc1ccccc1O	-8	-8	0	1.5	4	-5	-3	-3	29	1
O=C(c1ccc(N2CCN(C(=O)c3ccccc3)CC2)cc1)c1cccc(F)c1	17	7	-1	0.2	14	-14	4	-3	5	-4
COC(=O)C(CC(C)C)NC(=O)/C=C/c1ccccc1Cl (centres undefined)	-11	-1	1	0.1	0	-11	0	-3	-12	-6
CNC[C@H]1Oc2ccc(NC(=O)Cc3cn(C)c4ccccc34)cc2CC(=O)N([C@@H](C)CO)C[C@H]1C	nt	-30	-7	0.4	-7	-5	nt	3	-3	-6
Cc1onc(-c2c(F)cccc2Cl)c1C(=O)Nc1cccc(S(=O)(=O)NCc2ccco2)c1	37	2	-6	-1.3	-6	5	3	-5	8	0
Cc1ccc(NS(=O)(=O)c2cccc(C(=O)NNC(=O)c3ccco3)c2)c(C)c1	nt	-5	-3	0.6	-3	-2	nt	-2	2	6
CCOc1ccc(C2N(c3ccc(OC)cc3)C(=O)C3CCCN32)cc1OC (centres undefined)	8	4	-12	-0.7	1	-14	-2	-5	0	2
O=C(NCc1ccc(F)cc1)C(=O)NCC1OCCCN1S(=O)(=O)c1cccs1 (centres undefined)	37	-38	2	2.9	-2	-13	-3	2	-12	1
O=C(Nc1ccccc1N1CCOCC1)c1ccc(Cl)c(S(=O)(=O)N2CCCC2)c1	nt	1	-5	0.2	0	-6	nt	3	11	-2

(more compounds)
Molecule	VHR inh abs	MazEF act	BoNT F protease	BoNT A protease	Anthrax LF prot	SSB-PriA inh	SARS 3CLpro inh	Rv3671c protease	CCHF vOTU inh	PrPC surface inh
CC(NC(=O)COC(=O)c1cc(S(=O)(=O)N2CCOCC2)ccc1F)c1ccccc1 (centres undefined)	nt	4	-9	-0.4	-3	-3	nt	4	-2	3
O=C(/C=C/c1ccccc1)c1ccc2c3c(cccc13)CC2	0	-1	8	0.9	0	14	0	-20	5	-5
CCN(CC)S(=O)(=O)c1cccc(C(=O)N[C@@H](C)c2nc3ccccc3[nH]2)c1	14	nt	nt	nt	nt	nt	1	6	-1	13
COc1cc(Cl)c(C)cc1NC(=O)CSc1ccc(C)cc1	8	-8	-4	-3.3	0	-97	4	-8	nt	nt
O=C(NCCc1c[nH]c2ccccc12)C(=O)NCC1CCCO1 (centres undefined)	-13	6	-3	-0.4	-8	7	5	7	-4	5
CCOc1[nH]n(-c2ccc(Cl)cc2)c(=O)c1C=NCC(=O)OC	9	6	-2	-0.7	-1	-7	4	-9	7	-5
Cc1ccccc1NC(=O)Cn1c([N+](=O)[O-])cnc1C	2	-10	3	0.1	-2	-19	-3	-2	2	0
CN1/C(=C\C(=O)Nc2ccc(Br)cc2)C(C)(C)c2ccccc21	4	1	-4	-0.3	-4	0	-3	4	4	9
O=c1c2ccccc2nnn1CSc1nnc(C2COc3ccccc3O2)n1-c1ccccc1 (centres undefined)	10	2	-5	1.2	3	1	0	-2	-1	-8
CC1(C)SC(=S)N(/N=C/c2ccccc2)C1N(O)C(=O)Nc1ccc([N+](=O)[O-])cc1 (centres undefined)	-14	11	-2	-0.3	-1	nt	1	-37	19	-10

More entries follow:
Molecule	VHR inh abs	MazEF act	BoNT F protease	BoNT A protease	Anthrax LF prot	SSB-PriA inh	SARS 3CLpro inh	Rv3671c protease	CCHF vOTU inh	PrPC surface inh
O=C(NC1CCCCCC1)c1cccc(COCC(F)(F)F)c1	18	6	6	-0.6	5	-8	1	-4	4	4
CC(C)c1ccc(OCC(O)CN2CCN(c3ccccc3)CC2)cc1 (centres undefined)	24	2&-1	1&-20	0.0&1.3	-5&-10	28	4	-7	14&12	-1&-4
Nc1c(-c2cccc(Cl)c2)cnc2c(-c3ccccc3)cnn12	nt	11	15	-1.1	-7	-5	7	3	-9	-2
Cc1noc(C)c1COc1cccc(C(=O)OC(C)C(=O)Nc2c(C)n(C)n(-c3ccccc3)c2=O)c1 (centres undefined)	-20	2	-1	-0.4	-2	-4	3	1	-3	7
O=C(COC(=O)c1ccc(Br)o1)NCc1ccc(F)cc1	nt	6	-21	-9.6	3	-2	nt	-4	4	10
C=CCn1cc(C(=O)NCc2cccnc2)c(=O)c2cc(S(=O)(=O)N(CC)CC)ccc21	23	16	-5	-0.1	6	0	-1	3	4	5
O=C(N/N=C/c1cccnc1)C1CCCCC1	-9	0	0	-0.4	-3	nt	1	1	11	-4
COc1ccc(C(CNC(=O)COc2cccc(C)c2)N2CCCC2)cc1 (centres undefined)	nt	2	2	-0.3	-5	-10	nt	5	-12	-6
COc1ccc(NC(=O)CCN2CCN(S(=O)(=O)c3ccc(Cl)cc3)CC2)cc1	40	1	-5	0.2	-4	-14	2	-6	6	-1
Cc1ccccc1Nc1sc(C(=O)Nc2cccc(Cl)c2)c(N)c1C(N)=O	13	-5	3	-0.1	2	-6	2	nt	-2	-4

Next section.
Molecule	VHR inh abs	MazEF act	BoNT F protease	BoNT A protease	Anthrax LF prot	SSB-PriA inh	SARS 3CLpro inh	Rv3671c protease	CCHF vOTU inh	PrPC surface inh
CCOc1ccc(CCNC(=O)COC(=O)c2sccc2C)cc1OCC	nt	-5	4	-3.6	0	-3	nt	-15	3	0
COc1ccc(C2=NOC(C(=O)Nc3c(C)n(C)n(-c4ccccc4)c3=O)C2)cc1 (centres undefined)	17	-2	-3	0.1	-6	-8	1	1	3	-2
O=Cc1c(NCc2ccc(Cl)cc2)c2ccccc2[nH]c1=O	16	1	-9	0.5	6	-4	-5	-8	-14	9
CCOc1cc(NC(=S)Nc2ccccc2OC)c(OCC)cc1NC(=O)c1ccccc1C	22	-3	-2	1.0	-5	2	0	12	3	1
COc1nc(-c2ccccc2)cc(-c2ccccc2)n1	3	11	-18	-1.0	0	-76	-1	-7	7	4
O=C(CN1C(=O)NC2(CCCC2)C1=O)OCc1ccc(Cl)c(Cl)c1	nt	-15	nt	nt	nt	7	nt	-5	14	10
NS(=O)(=O)c1ccc(-c2ccc(/C=N/Nc3ccc(C(=O)O)cc3)o2)cc1	12	2	-7	0.6	-8	i	0	-9	-1	-21
COc1c(C(CC(C)C)OC(C)=O)ccc2c1C(=O)OCc1cc(C)cc(O)c1O2 (centres undefined)	3	0	-21	-0.9	-7	2	nt	-2	21	19
COc1ccc(-c2c(-c3cc(OC)cc(OC)c3)n(C)c3ccc(-c4ccc(OC)c(F)c4)cc23)cc1	nt	-14	2	0.8	0	0	nt	0	6	4
CCN=C(NCC)SC1CC(=O)N(c2ccc(OCC)cc2)C1=O (centres undefined)	12	0	-5	0.1	-3	7	2	6	-6	0
COCCNC(=O)Cn1cnc2c(cnn2-c2ccc(C)cc2)c1=O	1	6	?	5.9	2	-5	2	-2	0	0
CCN1CCN(c2cc(C)c3cc(NC(=O)CCC(=O)N4CCN(c5ccccc5OC)CC4)ccc3n2)CC1	38	10	2	-1.0	0	4	-4	-4	0	-7
CCOc1ccc(CCNC(=O)COC(=O)c2c(C)nn(-c3ccccc3)c2C)cc1OCC	5	-4	1	2.0	-2	-3	0	3	5	-7

Grouped by structure: the entries above with fluorine
Molecule	VHR inh abs	MazEF act	BoNT F protease	BoNT A protease	Anthrax LF prot	SSB-PriA inh	SARS 3CLpro inh	Rv3671c protease	CCHF vOTU inh	PrPC surface inh
CC(C)C(NC(=O)c1ccccc1F)C(=O)NCc1ccc(F)cc1 (centres undefined)	20	1	-1	-1.9	1	-5	2	-1	-1	3
COCCCNC(=O)c1ccccc1C(F)(F)F	-7	9	2	-0.4	-4	-4	-3	-7	2	-6
O=C(c1ccc(N2CCN(C(=O)c3ccccc3)CC2)cc1)c1cccc(F)c1	17	7	-1	0.2	14	-14	4	-3	5	-4
Cc1onc(-c2c(F)cccc2Cl)c1C(=O)Nc1cccc(S(=O)(=O)NCc2ccco2)c1	37	2	-6	-1.3	-6	5	3	-5	8	0
O=C(NCc1ccc(F)cc1)C(=O)NCC1OCCCN1S(=O)(=O)c1cccs1 (centres undefined)	37	-38	2	2.9	-2	-13	-3	2	-12	1
CC(NC(=O)COC(=O)c1cc(S(=O)(=O)N2CCOCC2)ccc1F)c1ccccc1 (centres undefined)	nt	4	-9	-0.4	-3	-3	nt	4	-2	3
O=C(NC1CCCCCC1)c1cccc(COCC(F)(F)F)c1	18	6	6	-0.6	5	-8	1	-4	4	4
O=C(COC(=O)c1ccc(Br)o1)NCc1ccc(F)cc1	nt	6	-21	-9.6	3	-2	nt	-4	4	10
COc1ccc(-c2c(-c3cc(OC)cc(OC)c3)n(C)c3ccc(-c4ccc(OC)c(F)c4)cc23)cc1	nt	-14	2	0.8	0	0	nt	0	6	4

Two consecutive records from above:
Molecule	VHR inh abs	MazEF act	BoNT F protease	BoNT A protease	Anthrax LF prot	SSB-PriA inh	SARS 3CLpro inh	Rv3671c protease	CCHF vOTU inh	PrPC surface inh
CCN1CCN(c2cc(C)c3cc(NC(=O)CCC(=O)N4CCN(c5ccccc5OC)CC4)ccc3n2)CC1	38	10	2	-1.0	0	4	-4	-4	0	-7
CCOc1ccc(CCNC(=O)COC(=O)c2c(C)nn(-c3ccccc3)c2C)cc1OCC	5	-4	1	2.0	-2	-3	0	3	5	-7
